M1 PAM – human CHRM1 positive allosteric modulation. P11229. CHO-K1 hM1, Fluo-8 calcium fluorescence, ACh EC20; 0% = ACh EC20, 100% = maximal ACh. activation, % at 3 µM. actives 0.088% (n = 360,000). AID 588819; in the data active = activation above about 19%, passing the limit was not always enough
M1 ag parental – nonselective activator or artifact in parental CHO-K1 cells | Fluo-8 calcium fluorescence; scaled to maximal ATP response, vehicle zero | activation, % at 3 µM | actives 0.48% (n = 360,000) | AID 602248; in the data active = activation above about 15%;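 note: untransfected CHO-K1 host cells lacking M1 receptor as counterscreen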
CHO-K1 Ca antag – counter-screen for M1 antagonists: effect in parental CHO-K1 cells; actives 0.6% (n = 360,000); ATP-induced calcium, Fluo-8 fluorescence; inhibition, % at 3 µM; AID 602250;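 active = inhibition above a per-plate cutoff, the plate's mean sample inhibition plus 3 SD, cut at about 24% in these data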;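 note: 0% = DMSO plus EC80 ATP and 100% = DMSO alone without ATP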
CHO parental Ca – signal in parental CHO cells, OX1R antagonist counter-screen; AID 463079; parental CHO-K1, ATP-induced calcium, Fluo-8 fluorescence; actives 0.63% (n = 330,000); inhibition, % at 5.6 µM;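 active = inhibition above that plate's mean sample inhibition plus 3 SD, cut at about 26% in these data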;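 note: 0% = ATP-challenged DMSO wells and 100% = DMSO wells without ATP; some compounds past the cut are filed as inactive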
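Material – parental CHO cells · Reagent – ATP stimulus · Compound – single nominal dose of 5.6 µM per compound · Detection – Fluo-8 fluorescence · Read-out basis – percent inhibition of calcium signal · Controls – ATP-challenged DMSO wells low, unchallenged DMSO wells high · Repeats – no replicates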
M4 ag – agonists of human muscarinic M4 receptor (CHRM4); CHO-K1 hM4/Gqi5, Fluo-8 calcium fluorescence; vehicle 0%, full acetylcholine response 100%; activation, % at 3 µM; actives 0.14% (n = 360,000); AID 624127;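 active = activation above the run mean over all test wells plus 3 SD, cut at about 32% in these data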;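 note: peak over basal fluorescence ratio per well then scaled between controls; 0% = DMSO wells and 100% = acetylcholine at EC100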
Target sequence (P08173 whole entry, looked up): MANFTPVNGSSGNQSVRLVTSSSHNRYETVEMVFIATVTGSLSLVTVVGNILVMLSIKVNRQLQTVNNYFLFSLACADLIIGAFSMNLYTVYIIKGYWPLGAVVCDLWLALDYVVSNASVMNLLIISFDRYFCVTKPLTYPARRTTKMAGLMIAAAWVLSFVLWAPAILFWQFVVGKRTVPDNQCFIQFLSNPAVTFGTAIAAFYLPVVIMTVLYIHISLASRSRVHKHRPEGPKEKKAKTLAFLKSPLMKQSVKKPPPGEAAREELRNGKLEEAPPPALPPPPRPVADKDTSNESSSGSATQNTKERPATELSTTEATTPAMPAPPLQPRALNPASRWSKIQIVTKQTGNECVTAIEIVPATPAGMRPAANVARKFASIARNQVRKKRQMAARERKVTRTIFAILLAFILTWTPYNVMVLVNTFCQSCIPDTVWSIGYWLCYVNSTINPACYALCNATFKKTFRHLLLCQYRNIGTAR
CHRM4 antagonist – CHRM4 antagonism in calcium assay | actives 0.73% (n = 360,000) | AID 624125 | CHO-hM4 cells, ACh EC80, Fluo-8 calcium fluorescence | inhibition, % at 3 µM | P08173;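 active = inhibition above its plate's cutoff, the mean inhibition of sample wells plus 3 SD, cut at about 27% in these data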;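 note: 0% = acetylcholine EC80 with DMSO and 100% = DMSO without agonist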
CHRM1 agonist – activates human CHRM1 receptor. P11229. activation, % at 3 µM. actives 0.33% (n = 360,000). CHO-K1 hM1, Fluo-8 calcium fluorescence, agonist mode; 0% DMSO, 100% acetylcholine EC100;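 active = activation above the run's mean compound activation plus 3 SD, cut at about 16% in these data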;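 note: peak over basal fluorescence ratio within a 140 s kinetic read after compound addition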
M1 antag – human CHRM1 antagonism. CHO-K1 hM1, Fluo-8 calcium fluorescence, ACh EC80 antagonist. inhibition, % at 3 µM. P11229. actives 1.3% (n = 360,000). AID 588852;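 active = percent inhibition above its own plate's cutoff, namely the mean of that plate's compound wells plus 3 SD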;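 note: peak over basal fluorescence ratio during 140 s after agonist addition; 0% = ACh EC80 plus DMSO and 100% = DMSO alone without agonist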
OXTR potentiator – human OXTR potentiation | CHO-OTR cells, Fluo-8 calcium fluorescence, potentiator mode; 0% = oxytocin EC15, 100% = EC100 | activation, % at 3 µM | actives 0.061% (n = 320,000) | AID 2445 | P30559;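 active = activation above that plate's cutoff, the mean activation of tested compounds plus 3 SD, cut at about 6.6% in these data, passing the limit was not always enough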;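 note: 100% uses oxytocin at 75 nM as the full agonist control; some results filed as inactive read as strong as hits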
Target sequence (P30559 whole entry, looked up): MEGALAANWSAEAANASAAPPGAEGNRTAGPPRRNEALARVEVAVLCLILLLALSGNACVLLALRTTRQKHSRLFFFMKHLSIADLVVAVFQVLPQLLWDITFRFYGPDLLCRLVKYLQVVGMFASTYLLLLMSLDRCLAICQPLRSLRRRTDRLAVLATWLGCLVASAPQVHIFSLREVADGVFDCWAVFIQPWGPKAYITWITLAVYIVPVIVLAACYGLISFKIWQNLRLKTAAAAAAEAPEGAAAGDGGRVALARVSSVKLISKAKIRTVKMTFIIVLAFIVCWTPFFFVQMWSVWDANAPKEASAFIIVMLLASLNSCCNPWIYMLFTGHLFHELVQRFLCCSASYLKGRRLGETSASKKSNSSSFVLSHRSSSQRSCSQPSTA
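System: human OTR in CHO cells / Also added: sub-maximal oxytocin, roughly EC15 / Control set: EC15 oxytocin low, 75 nM oxytocin high / Schedule: 6 min compound pre-incubation at room temperature, 100 s kinetic read / Compound: single-point 3.0 µM / Replication: singlicate / Technique: Fluo-8 calcium dye fluorescence / Read-out basis: % activation of max/min ratio relative to oxytocin controls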
* hit, by the source's call; x = not tested or not shown; & = joins results of further samples.

SMILES	M1 PAM	M1 ag parental	CHO-K1 Ca antag	CHO parental Ca	M4 ag	CHRM4 antagonist	CHRM1 agonist	M1 antag	OXTR potentiator
Cc1ccccc1C(=O)c1cccn1CC(=O)NCC1CCCO1 (stereo not given)	3	-0.1	-13	-11	0	1	-4	-12	-9
Cc1c(N=C(N)/N=C(\N)Nc2ccccc2)c(=O)n(-c2ccccc2)n1C	-27	0.1	-2	-2	0	11	-12	67*	-1
Cc1cc(C)nc(SCCN2CCCCC2)n1	5	0.8	-11	3	1	-7	-7	-5	1
CCOC(=O)c1c(-c2ccccc2)csc1NC(=O)/C(C#N)=C\c1ccc(O)c(OC)c1	-1	8.7	13	x	3	1	14	25	x
Cc1ccc(S(=O)(=O)N2CCN(Cc3nc4sc(C)c(C)c4c(=O)[nH]3)CC2)cc1	8	1.0	-34	-10	1	-6	-4	-11	3
CN1C(=O)/C(=C\c2ccc(OC(=O)c3ccco3)cc2)SC1=S	3	0.0	4	5	4	8	-1	-2	-3
COc1ccc(C(=O)N/N=C/c2ccccn2)cc1	3	0.3	8	x	1	0	-2	-2	x
Cc1c(Cl)cccc1NC(=S)N1CCN(c2ccc([N+](=O)[O-])cn2)CC1	8	1.7	-8	-5	1	-6	-2	-14	-6
CC1=CC=CC2=NC(=O)CC(C)(C(=O)N(CC(=O)NC3CCCC3)c3ccccc3C)N12 (stereo not given)	9	0.1	-13	-23	1	1	-3	-11	-15
COc1ccccc1N1CCN(CC(=O)NCCc2ccc(S(N)(=O)=O)cc2)CC1	1	-0.1	4	-27	0	6	-8	4	2
NC(=O)C1(N2CCCCC2)CCN(C(=O)c2cccn3c(=O)c4cc(Cl)ccc4nc23)CC1	11	0.2	-23	-6	2	5	-11	-10	0
COc1ccc(Cc2nnc(SCC(=O)Nc3ccc(N4CCOCC4)cc3)n2C)cc1	13	0.3	2	-1	0	10	-5	-7	-4
S=C(N/N=C/c1ccc2ncccc2c1)Nc1ccccc1	-3	0.8	-17	-3	1	2	-7	2	-11
COc1ccccc1-c1cnc(C(O)c2ccc(CN3CCCCC3)cc2)[nH]1 (stereo not given)	-6	0.1	-4	x	1	7	-7	2	x
S=C(Nc1ccc(Nc2ccccc2)cc1)N1CCN(c2ncccn2)CC1	4	-0.2	5	-17	0	10	-4	1	-6
O=C(Nc1nc(-c2ccccc2)cs1)c1ccc(S(=O)(=O)N2CCc3ccccc32)cc1	5	-0.1	13	9	1	-2	1	-6	-6
NS(=O)(=O)c1ccc(NC(=S)N2CCN(c3ccccc3)CC2)cc1	12	-0.4	14	-5	1	-1	-1	-1	1
O=S(=O)(c1ccccc1C(F)(F)F)N1CCN(S(=O)(=O)c2ccccc2C(F)(F)F)CC1	7	0.2	-6	-5	0	-1	-3	-13	4
O=C(COC(=O)Cc1ccc(Br)cc1)NC1CCCC1	6	0.1	-20	-14	1	-15	-4	-15	-3
Cc1c(Cc2ccc3c(c2)OCO3)sc(NC(=O)c2ccc3ccccc3c2)c1C(N)=O	4	1.1	-6	-8	4	-1	-1	-11	0
Cc1ccc(C(=O)N2CC(C)CC(C)C2)cc1NC1=NC2CS(=O)(=O)CC2S1 (stereo not given)	0	1.2	-4	7	3	-3	-3	-3	-6
C/C(N)=C(/C#N)C(=O)COC(=O)c1cc(C)n(-c2ccc(F)cc2)c1C	0&9	0.4&3.4	1&-10	8	13&10	-2&-9	2&0	-7&-10	-15
CCN(CC)c1ccc(S(=O)(=O)N2CCCCC2)cc1NC(=O)C1=COCCO1	-6	3.0	2	9	10	-8	-5	4	-8
CCOc1ccc(N2CC(C(=O)NCc3cccc(C)c3)CC2=O)cc1 (stereo not given)	6	-0.2	-16	-2	0	-1	-3	-4	-11
CC1(C(=O)NS(=O)(=O)c2cccc(F)c2)CCN1C(=O)c1cccc2ccccc12 (stereo not given)	14	-0.2	3	x	0	-9	0	-15	x
CCN1C(=O)[C@H]2[C@@H](c3ccc(-c4cccc(Cl)c4)cc3)N[C@@](C)(C(=O)OC)[C@H]2C1=O	5	0.3	-7	-22	3	-13	-3	-14	-12
C1=C(CCNc2ncnc3nc[nH]c23)CCCC1	-19	8.2	2	13	13	0	2	28*	-11
O=C(c1cc2c(s1)CCCC2)N1CCN(S(=O)(=O)c2ccccc2C(F)(F)F)CC1	2	0.8	-8	-15	2	-9	-9	3	0
COc1cccc(-n2c(C)cc(/C=C3\C(=N)N4N=C(CC(=O)N5CCOCC5)SC4=NC3=O)c2C)c1	2	1.2	-18	-18	3	-12	-4	-7	-9
CN1CCN(c2oc(-c3ccco3)nc2S(=O)(=O)c2ccccc2)CC1	3	0.0	-5	4	1	-3	-6	-34	-7
N=c1ncn(CC(O)CO)c2nc(N3CCOCC3)[nH]c12 (stereo not given)	9	0.1	-3	-1	0	3	-4	-28	-15
Cc1ccc(S(=O)(=O)N2CCN(CC(O)c3ccccc3)CC2)cc1C (stereo not given)	7	0.4	-15	-9	0	5	-6	-2	-6
O=C(NC(=S)N1CC=CCC1)c1ccccc1	3	0.6	-8	x	1	-1	-2	-13	x
O=C(COC(=O)c1cc([N+](=O)[O-])ccc1N1CCOCC1)c1ccccc1	13	1.0	4	-23	4	-7	-3	-34	-13
CC(=O)c1cccc(N(CC(=O)NC2CCCC2)C(=O)c2ccc(C)s2)c1	16	1.8	-18	-10	1	-11	1	0	-4
O=C(Nc1ccc(C(=O)N2CCN(c3ccc(F)cc3)CC2)cc1)C1=CSCCO1	5	12	17	-11	6	-9	-3	-7	-4
CC12CCC(c3c1nc1ccccc1[n+]3[O-])C2(C)C (stereo not given)	10	1.2	-8	4	1	-4	-8	-11	4
CS(=O)(=O)Nc1ccc(C(=O)Nc2ccccc2C(=O)NCc2ccco2)cc1	-4	3.0	6	-11	8	-4	-3	5	-10
Cc1cccc(C2c3[nH]c4ccccc4c3CCN2C(=O)c2cc(-c3cccn3C)n[nH]2)n1 (stereo not given)	-1	0.2	-14	-16	2	-1	-13	0	-22
COc1ccc(NC(=S)NC(=O)c2ccccc2)cn1	9	1.3	-18	x	0	-3	-1	-15	x
CCCc1cc(=O)[nH]c(SCC(=O)NC2CC2)n1	10	2.1	-2	0	2	-3	-1	-9	0
COc1ccc(CC(=O)Oc2ccc(Br)cc2F)cc1S(=O)(=O)N1CCOCC1	3	2.1	-6	-8	3	7	-2	-1	1
Cn1c(SCC(=O)NCc2cccs2)nnc1-c1ccc(S(=O)(=O)N2CCCC2)cc1	3	0.4	-25	-18	1	-13	-10	-7	-3
COC(=O)c1nc(-c2ccccc2)oc1N(C)C	13	-0.4	-5	-7	-1	14	-4	-10	-1
C[C@H]1CN([C@@H](C)CO)C(=O)CCCn2nncc2CO[C@H]1CN(C)C(=O)C1CC1	7	-0.1	2	x	0	-13	3	0	x
CSCC[C@H](NC(=O)c1ccc2ccccc2c1)C(=O)N1CCC2(CC1)NCCc1[nH]cnc12	-21	0.3	-12	-7	0	18	-14	20	-9
O=[N+]([O-])c1ccc(N2CCN(S(=O)(=O)c3ccccc3)CC2)cc1NCC1CCCO1 (stereo not given)	-1	-0.4	4	-19	1	1	-6	0	-5
CCc1nnc(NS(=O)(=O)c2ccc(NC(=O)c3ccc(C#N)cc3)cc2)s1	4	-0.4	-13	-3	0	4	0	-8	5
Fc1cccc(-c2cc3nc4c(c(NCc5ccco5)n3n2)CCCC4)c1	-6	-0.1	0	-36	-3	4	-3	-9	-8
CCOC(=O)C1=C(c2ccccc2)NC(=S)NC1c1ccc(Cl)cc1 (stereo not given)	1	0.2	-17	-14	-1	-8	-5	7	0
O=c1cc(CSc2nc3cc(Cl)ccc3o2)nc2sccn12	-1	0.3	2	-17	3	-3	-5	-27	-6
CCN(CC(=O)NCc1ccc(F)cc1)Cc1nc2ccccc2c(=O)[nH]1	2	0.3	-8	-3	1	1	-5	-2	-5
CN1C(=O)c2ccc(NC(=O)c3c(C(=O)O)cccc3[N+](=O)[O-])cc2C1=O	12	0.3	10	0	0	11	-3	-11	-2
CN(CC(=O)C(C(N)=O)c1ccccc1)c1ccccc1 (stereo not given)	0	-0.1	-8	x	2	-11	-3	-7	x
Cc1ccc(NC(=O)CN(C)C(=O)c2ccc(Sc3nncn3C)c([N+](=O)[O-])c2)cc1	3	0.7	-18	1	24	-1	-5	-1	-4
O=C(OCc1ccc([N+](=O)[O-])cc1)c1cc2ccccc2oc1=O	27	0.0	-9	-13	0	-4	3	-21	-7
O=C(CSc1nnc(-c2ccco2)o1)NC1CCCCC1	3	0.7	-7	6	1	-7	-5	3	-9
O=C(O)CC1S/C(=N\N=C2CCCCCC2)N(c2ccccc2)C1=O (stereo not given)	19	0.5	-3	-3	0	3	1	-12	6
CCOc1ccc(NC(=O)CSc2nnc(-c3ccoc3C)n2CC2CCCO2)cc1 (stereo not given)	2	0.0	1	-13	1	7	-5	1	-3
COCCCN1C2=C(C(=O)CC(C)(C)C2)C(c2ccc(OC)c(OC)c2)C2=C1CC(C)(C)CC2=O	7	-0.2	-14	x	1	0	-3	-12	x

Already shown: an excerpt of the list.
SMILES	M1 PAM	M1 ag parental	CHO-K1 Ca antag	CHO parental Ca	M4 ag	CHRM4 antagonist	CHRM1 agonist	M1 antag	OXTR potentiator
CCOC(=O)C1=C(c2ccccc2)NC(=S)NC1c1ccc(Cl)cc1 (stereo not given)	1	0.2	-17	-14	-1	-8	-5	7	0
O=c1cc(CSc2nc3cc(Cl)ccc3o2)nc2sccn12	-1	0.3	2	-17	3	-3	-5	-27	-6
CCN(CC(=O)NCc1ccc(F)cc1)Cc1nc2ccccc2c(=O)[nH]1	2	0.3	-8	-3	1	1	-5	-2	-5

Additional compounds follow.
SMILES	M1 PAM	M1 ag parental	CHO-K1 Ca antag	CHO parental Ca	M4 ag	CHRM4 antagonist	CHRM1 agonist	M1 antag	OXTR potentiator
Cc1cccc(C(=O)Nc2ccc3c(c2)nc(C)n3C)c1	5	0.8	-14	-8	1	-1	-6	-5	-13
CCNC(=O)Oc1ccc[nH]c1=O	5	4.9	1	-9	0	3	0	-6	-8
COc1cccc2c(O)c(-c3ccccc3)c(=O)[nH]c12	10	1.6	-9	-2	1	-1	-2	-8	-7
Cc1cc(C)n(C(=O)c2ccc(S(=O)(=O)N3CCOCC3)cc2)n1	2	0.5	-18	-7	0	2	-4	0	-3
Cc1c(C(=O)N2CC3(CC(c4cccc(NC(=O)CC(c5ccccc5)c5ccccc5)c4)=NO3)C[C@@H]2C(N)=O)cc([N+](=O)[O-])cc1[N+](=O)[O-] (stereo not given in full)	3	0.3	-4	10	1	-8	-6	0	-6
CC1CCc2nc(NC(=O)CCSc3ccccc3)sc2C1 (stereo not given)	7	0.0	-5	-2	0	-10	-2	-8	-5
COc1ccc(NC(=O)CO/N=C/C(=O)Nc2ccccc2C)c([N+](=O)[O-])c1	-8	0.6	-8	-15	2	11	-4	13	2
Fc1ccc(-c2csc(NC3=NCCC3)n2)cc1	11	4.7	-14	-1	1	-5	-2	-9	1

High-throughput results: PubChem BioAssay, The Scripps Research Institute Molecular Screening Center
